Calpain2 inh = inhibitors of pig calpain II, primary screen, biochemical, fluorogenic peptide substrate, 1536-well | purified calpain II, 30 min | inhibition, % at 16 µM | 0.37% of 220,000 active | AID 1236, 2008;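 active = inhibition above about 50%, limit read from the data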
Hck-Nef inh = inhibitors of Nef-activated human Hck kinase, primary screen, biochemical, Z-Lyte FRET, 384-well, Hck-YEEI. Tyrosine-protein kinase HCK (Homo sapiens), P08631. Recombinant Hck-YEEI plus Nef, Z-Lyte FRET kinase assay. inhibition, % at 20 µM. 0.68% of 220,000 active. AID 463187, 2010;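 active = Hck-Nef kinase inhibition above about 50%, limit read from the data; inactive = inhibition below that limit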;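 also: 0% = DMSO with Hck plus Nef and 100% = Hck alone without Nef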
Target sequence (P08631 whole entry, looked up): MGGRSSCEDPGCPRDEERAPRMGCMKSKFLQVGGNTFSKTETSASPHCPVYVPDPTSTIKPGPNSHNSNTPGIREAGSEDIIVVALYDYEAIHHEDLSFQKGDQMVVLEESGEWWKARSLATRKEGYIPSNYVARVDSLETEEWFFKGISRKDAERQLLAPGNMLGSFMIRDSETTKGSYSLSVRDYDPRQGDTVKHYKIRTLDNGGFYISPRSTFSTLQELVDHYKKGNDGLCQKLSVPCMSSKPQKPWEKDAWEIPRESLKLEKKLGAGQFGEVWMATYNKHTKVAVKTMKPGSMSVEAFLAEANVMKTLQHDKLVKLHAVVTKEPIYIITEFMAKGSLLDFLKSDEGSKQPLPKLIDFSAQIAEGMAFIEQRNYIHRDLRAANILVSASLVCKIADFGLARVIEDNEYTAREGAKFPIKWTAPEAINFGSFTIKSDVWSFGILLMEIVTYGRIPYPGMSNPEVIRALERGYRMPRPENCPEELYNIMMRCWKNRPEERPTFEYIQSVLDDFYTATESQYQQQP
Tb hexokinase = Trypanosoma brucei hexokinase 1 inhibitors, primary screen, biochemical, G6PDH-coupled NADH absorbance, MLSCN library; recombinant TbHK1, G6PDH-coupled NADH A340; inhibition, % at 10 µM; 0.11% of 220,000 active;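 active = inhibition of 50% or more in the single-dose primary screen; inactive = inhibition below 50%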
14-3-3 Bad PPI = inhibitors of 14-3-3 zeta/Bad binding, primary screen, biochemical, TR-FRET, bovine 14-3-3 zeta; 0.71% of 220,000 active; 14-3-3 protein zeta/delta (Bos taurus), P63103; inhibition, % at 21.7 µM; TR-FRET 14-3-3zeta/Dy647-pBad peptide displacement, 1 h;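 active = inhibition above about 70%, limit read from the data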;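 also: 0% = full 14-3-3 plus peptide FRET controls and 100% = background without 14-3-3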
Target sequence (P63103 whole entry, looked up): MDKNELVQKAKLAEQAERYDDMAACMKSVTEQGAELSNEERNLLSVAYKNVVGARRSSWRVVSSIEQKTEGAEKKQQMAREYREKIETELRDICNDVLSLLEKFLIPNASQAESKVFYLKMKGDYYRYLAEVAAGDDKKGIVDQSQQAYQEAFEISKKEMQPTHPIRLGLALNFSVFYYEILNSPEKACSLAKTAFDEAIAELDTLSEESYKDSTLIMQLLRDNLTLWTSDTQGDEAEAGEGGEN
EP2 modulator = EP2 receptor modulators, cAMP readout, primary screen, cell-based, HTRF cAMP, PGE2 stimulation; Prostaglandin E2 receptor EP2 subtype (Homo sapiens), P43116; EP2-expressing cells, cAMP HTRF FRET, PGE2 co-stimulation; induction, % at 25 µM; 0.83% of 260,000 active; AID 940, 2007;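 active = compounds whose cAMP rise, as percent of the full-agonist control response, exceeds 60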;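 also: rat C6 glioma line stably carrying human EP2 under a CMV promoter; the protocol text gives 20 µM as final concentration; 100% = response of wells given 1 µM PGE2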
eIF4E-4G inh = eIF4E–eIF4G protein interaction inhibitors, primary screen, biochemical, uHTS, TR-FRET, eIF4GI fragment | inhibition, % at 21.7 µM | TR-FRET eIF4E-eIF4GI(517-606) binding, 2 h | Eukaryotic translation initiation factor 4E (Mus musculus) + Eukaryotic translation … | 0.37% of 220,000 active;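 active = inhibition above about 30%, limit read from the data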;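 also: 0% = full FRET control wells and 100% = background wells lacking eIF4GI fragment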
L929 necroptosis = inhibitors of zVAD-triggered necroptosis, primary screen, L929 cells; 0.38% of 220,000 active; viability rescue, % at 10 µM; L929 zVAD necroptosis rescue, ATP luminescence, 24 h; with zVAD 60 µM;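 active = activation, scaled between plate controls, above about 75%, limit read from the data; inactive = activation under that limit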;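 also: 0% = zVAD with DMSO and 100% = DMSO alone without zVAD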
EP2 antag = human EP2 receptor antagonists, primary screen, TR-FRET cAMP, C6 glioma cells | Prostaglandin E2 receptor EP2 subtype (Homo sapiens), P43116 | C6 glioma cells expressing human EP2; cells stimulated with saturating PGE2 | inhibition, % at 25 µM | 0.52% of 260,000 active | AID 1422, 2008;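 active = percent inhibition above 40 after rounding to a whole number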;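 also: rat C6 glioma host cells with rolipram phosphodiesterase inhibitor present; the protocol text gives 20 µM as final concentration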
Rad51 HR inh = human RAD51 strand exchange inhibitors, primary screen, biochemical, fluorescence | hRad51 DNA strand exchange, fluorescence dequenching | inhibition, % at 10 µM | 0.085% of 200,000 active | AID 1385, 2008;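 active = inhibition above 40% at the single screening dose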;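 also: 0% = DMSO control wells and 100% = blanks with heterologous ssDNA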
Target sequence (Q06609 whole entry, looked up): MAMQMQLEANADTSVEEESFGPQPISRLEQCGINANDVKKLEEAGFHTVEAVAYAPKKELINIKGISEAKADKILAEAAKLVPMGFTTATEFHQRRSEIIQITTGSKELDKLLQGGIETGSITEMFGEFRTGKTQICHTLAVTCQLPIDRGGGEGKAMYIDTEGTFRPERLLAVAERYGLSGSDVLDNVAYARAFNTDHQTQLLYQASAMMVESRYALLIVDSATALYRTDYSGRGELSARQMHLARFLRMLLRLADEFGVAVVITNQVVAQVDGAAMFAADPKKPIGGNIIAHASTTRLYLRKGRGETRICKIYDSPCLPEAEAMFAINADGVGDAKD
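Material: Human Rad51 nucleoprotein filaments preassembled on unlabelled ssDNA | Also added: Labelled 47-mer dsDNA for strand exchange | Dosing: Single dose, 10 µM final compound | Schedule: 30-min compound preincubation and 15-min exchange, both room temperature | Technique: Fluorescence dequenching at 485/520 nm | Measure: Percent inhibition relative to plate controls and blanks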
Numbers without * were called inactive; i = inactive; . = not tested or not shown; & = joins results of further samples; [ ] = another dose, or the depositor's remark.

SMILES	Calpain2 inh	Hck-Nef inh	Tb hexokinase	14-3-3 Bad PPI	EP2 modulator	eIF4E-4G inh	L929 necroptosis	EP2 antag	Rad51 HR inh
Cc1ccccc1OCc1nnc(SCC(=O)Nc2ccc3nc(SCC(=O)NC(C)(C)C)sc3c2)n1C	-5	8	-2	-7	-7	-5	-1.5	18	1
CC(C)CNC(=O)COc1ccc2c3c(c(=O)oc2c1)CCC3	-30	-1	-6	3[fluorescence artefact?]	19	5	0.0	5	5
O=C(COC(=O)Cn1cnc2ccccc21)NCCC1=CCCCC1	-28	-4	1	-12	21	3[fluorescence artefact?]	-0.4	11	-3
CCCC[C@@H]1CNC(=O)C(=O)N1CCCc1cc(OC)c(OC)c(OC)c1	3	17	-6	-3	20	-2	-0.1	10	-3
Cc1cc(=S)cc(C)n1CCO	16	-8	-32	-7[fluorescence artefact?]	17	3	.	5	.
CN(CCC(=O)Nc1ccc2c(c1)OCO2)Cc1ccccc1	-15	1	-2	19[fluorescence artefact?]	9	3	-0.7	14	1
CCCCOc1ccc(/C=C/C(=O)NCCc2nc3ccccc3[nH]2)cc1	-11	0	-4	11	-10	-4	0.2	9	2
Cc1nnc(SCCN2CCOCC2)c2nn(-c3ccccc3F)c(C)c12	-3	6	10	7	-2	3	1.0	6	2
CC(c1nccs1)N(C)C(=O)CCc1nnc(CCc2ccccc2)o1 (stereo not given)	-20	17	-8	-7	-5	1	0.1	6	-5
CCCCCCOc1ccc(N2C(=O)CC(N3CCN(CCN=CC4C(=O)CC(C)(C)CC4=O)CC3)C2=O)cc1 (stereo not given)	-120	24	-18	-9	-39	-2	2.1	1	11
CCOc1ccccc1NC(=O)NC1CCN(CC(=O)Nc2ccc3c(c2)OCCO3)CC1	12	0	-1	-2	-5	-1	-0.1	6	9
CC(=O)NC(NC(=S)N1CCCCCC1)C(Cl)(Cl)Cl (stereo not given)	8	-13	10	-1	0	0	0.9	7	11
CN1/C(=C\C(=O)c2cccnc2)Sc2ccccc21	22	44	-9	-9	-22	0	49	2	5
COCCCNC(=O)CSC1=Nc2ccccc2C2=NC(Cc3c[nH]c4ccccc34)C(=O)N12 (stereo not given)	11	1	-15	-12	-1	2	1.9	.	.
Cc1ccc(N=Cc2ccc(O)cc2O)cc1F	-5	1	-26	-5[fluorescence artefact?]	28	21	0.1	13	-9
CNC(=O)NC(=S)NC(=O)c1ccccc1Cl	-24	17	-8	-14	0	-6	1.6	7	19
Cc1ccc(C)c(CN2C(=O)C3CCCN3c3ccc(S(=O)(=O)N4CCOCC4)cc32)c1 (stereo not given)	-72	1	-7	4	26	-41	0.0	7	-5
CCOc1ccc(C(=O)Nc2ccccc2CC)cc1[N+](=O)[O-]	16	2	-5	12[fluorescence artefact?]	-7	4	-0.3	9	8
CCN1/C(=C2\C(=O)N(C)C(=S)N2c2ccccc2)C=Cc2ccccc21	4	18	-19	5	31	-2	-1.7	9	23
Cc1ccc(C2c3c(oc4ccccc4c3=O)C(=O)N2CCCN2CCOCC2)o1 (stereo not given)	-66	-4	-12	-8	29	1	1.0	4	4
NC(N)=N/N=C/c1ccc(OCc2ccccc2)cc1	-13	3	3	-15	-10	6	0.4	13	-3
Cc1ccc(S(=O)(=O)N(CC(=O)N/N=C/c2ccco2)Cc2ccccc2)cc1	38	0	-7	7[fluorescence artefact?]	-11	13	0.2	7	1
CCOC(=O)NC(=O)CSc1ccc(C)cc1C	-7	-1	-8	-9	-12	4	2.0	2	4
O=C(c1cccnc1)N1CCC(Oc2ccc(C(=O)N3CCCCO3)cc2)CC1	7	15	-3	-6	12	2	-0.2	4	-13
c1ccc2[nH]c(NC3=NCCC3)nc2c1	11	1	6	1	11	-2	0.4	7	1
COCCNc1c(-c2ccc(OC)c(OC)c2)nc2ccc(Cl)cn12	-142	10	-7	-23	-45	-2	3.3	10	-6
CC(=O)N1CCN2C(=O)C1CCCC(=O)c1cc(C3CCCCC3)ccc12 (stereo not given)	-69	0	-2	-4[fluorescence artefact?]	-25	-1[fluorescence artefact?]	-0.4	4	-1
COc1ccc(-c2nnc(SCC(=O)Nc3ccc(C)cc3)n2C)cc1	-11	11	1	3	26	-1	0.0	9	-3
O=C(NCc1ccccc1)C(Cc1ccccc1)N1C(=O)C2C3CCC(C3)C2C1=O (stereo not given)	-1	-1	-6	-2[fluorescence artefact?]	3	-6	0.1	9	1
Cc1nonc1NC(=O)CSc1nc(C2CCCCC2)nc2ccccc12	-3	0	3	2	21	-15	2.1	4	8
Cc1ccc(OCc2ccc(C(=O)NN)o2)cc1C	16	18	-5	-3	3	-2	0.6	13	-29
Cc1ccc(CNC(=O)c2csc3c2CCCCC3)cc1	-5	1	-8	2[fluorescence artefact?]	-15	-7[fluorescence artefact?]	0.9	5	-1
O=[N+]([O-])c1cccnc1N1CCC(c2cc(-c3cccc(C(F)(F)F)c3)n[nH]2)CC1	4	-18	21	-8	-49	-1	2.5	36	6
CN1CCN(CCc2nc3cc(NC(=O)COc4ccccc4)ccc3n2C)CC1	-6	-1	5	1	-7	-6	3.6	.	.
OCC1CCCCN1C(=S)Nc1ccc(Cl)cc1Cl (stereo not given)	-15	20	5	-19	-16	0	18	3	14
COc1ccccc1NS(=O)(=O)c1cc(NC(=O)c2ccc3c(c2)OCCO3)ccc1C	-32	5	7	-4[fluorescence artefact?]	-57	3	0.3	4	-1

Profiles as entered above.
Results for COCCNc1c(-c2ccc(OC)c(OC)c2)nc2ccc(Cl)cn12 = Calpain2 inh = -142; Hck-Nef inh = 10; Tb hexokinase = -7; 14-3-3 Bad PPI = -23; EP2 modulator = -45; eIF4E-4G inh = -2; L929 necroptosis = 3.3; EP2 antag = 10; Rad51 HR inh = -6
Results for O=C(COC(=O)Cn1cnc2ccccc21)NCCC1=CCCCC1 = Calpain2 inh = -28; Hck-Nef inh = -4; Tb hexokinase = 1; 14-3-3 Bad PPI = -12; EP2 modulator = 21; eIF4E-4G inh = 3[fluorescence artefact?]; L929 necroptosis = -0.4; EP2 antag = 11; Rad51 HR inh = -3

(more compounds)
SMILES	Calpain2 inh	Hck-Nef inh	Tb hexokinase	14-3-3 Bad PPI	EP2 modulator	eIF4E-4G inh	L929 necroptosis	EP2 antag	Rad51 HR inh
O=C(NCCCCNC(=O)c1ccc(Cl)s1)c1ccc(Cl)s1	11	2	-2	4[fluorescence artefact?]	-14	1	-1.1	18	-2
Cc1ccc(S(=O)(=O)C2C(=O)N(C)C3(C)CC2c2ccccc2O3)cc1C (stereo not given)	-2	2	4	-8	10	2	1.0	7	4
Cc1ccc(-c2ccc(C(=O)NCc3ccc(Cl)cc3)o2)c2ccccc12	-28	7	0	10	26	7[fluorescence artefact?]	1.5	16	-2
CSc1nnc2c(n1)OC(C)N(C(=O)c1ccccc1)c1ccccc1-2 (stereo not given)	-21	-3	-24	16	-1	0	-0.7	9	4
COCCNC(=S)N1CCC(NC(=O)Nc2ccc(C)cc2)CC1	-9	21	-5	-11	-3&-4	-1	9.7	12&-1	-1
CC1(C)CC(=O)C=C(Nc2ccc(C(=O)O)cc2)C1	5	0	-53	14	11	4	0.0	13	-9
CCNC(=O)c1cc2c(=O)n3cccc(C)c3nc2n(Cc2ccc(C)cc2)c1=N	i	71*	-7	10[fluorescence artefact?]	-44	-1[fluorescence artefact?]	-1.4	14	-4
CC(C)c1ccc(NC(=S)NC2CCCCCC2)cc1	15	5	3	-10	-52	2	4.2	14	2
COc1cccc(-c2nn(-c3ccccc3)cc2CO)c1	-28	2	4	-3	13	-3[fluorescence artefact?]	.	.	.
Cc1ccccc1C(=O)c1cccn1CC(=O)NCc1ccc(Cl)cc1	-22	11	-1	-4	24	-5	1.9	7	-5
COc1ccc(NC(=O)C2CCCN(c3c4c(nc5ncnn35)CCC4)C2)cc1 (stereo not given)	4	-3	-2	1[fluorescence artefact?]	-12	2	1.0	1	14
COc1ccc(/C=C2/SC(=O)N(CC(O)Cn3c4ccccc4c4ccccc43)C2=O)cc1 (stereo not given)	-75	2	-22	-3[fluorescence artefact?]	-5	-7	1.5	4	.
CC1CCCCN1S(=O)(=O)c1ccc(NC(=O)c2cccc(-n3cnnn3)c2)cc1 (stereo not given)	23	5	4	6	-3	1	1.3	3	-21
CCOc1ccccc1NC(=O)C(CC(C)C)NC(=O)C1CCCCC1 (stereo not given)	5	2	0	6[fluorescence artefact?]	25	-5	-0.4	3	0
Cc1c(Br)c(C(F)(F)F)nn1CC(=O)NCc1ccccc1	18	2	-5	-7	5	5	-0.4	3	5
CCC1CCc2c(sc(NC(=O)c3cccnc3)c2C(N)=O)C1 (stereo not given)	-20	12	-6	2	-43	4	2.7	8	-7
CCC1C(=O)N=C(SCC(=O)NC2CCCCC2)NC1=O (stereo not given)	-6	17	-4	-14	23	-1	2.5	3	-5
O=C(C[n+]1ccccc1)N/N=C/c1ccc(O)cc1	2	31	-11	-19	30	3	-1.0	6	3
O=C(c1ccc(Br)s1)N1CCCC1	22	3	-4	2	-1	2	1.2	8	1
Cc1cc2c(N3CCCCC3C)ncnc2s1 (stereo not given)	8	6	19	12	-30	4	-0.2	14	17
CCC1(C(=O)c2ccc(Cl)cc2)C2c3ccccc3OC(=O)C21C(=O)Nc1ccccc1 (stereo not given)	-47	1	2	6	56	2[fluorescence artefact?]	0.9	5	-10
O=C(NC1CCCC1)C1CCN(c2nccs2)CC1	0	8	-1	-2	16	-3	0.1	1	1
Cc1ccc(Cn2c(O)c(N=O)c3ccccc32)cc1	-1	22	-2	-13	29	0	0.3	7	34
CCCCn1c(=O)c(CCC(=O)OCC(=O)NCc2ccc(OC)c(OC)c2)nc2ccccc21	-9	17	-2	0	39	2	1.1	5	7
Cc1[nH]c2ccccc2c1C(=O)COc1ccccc1F	-2	20	-7	-11	-30	3	7.3	1	-7
CCOC(=O)c1cc(NC(=O)NCc2ccco2)c(C)nc1C	-15	0	4	4	-13	-6	0.0	12	4
CC1CCN(C(=O)CN(c2ccc(Oc3ccccc3)cc2)S(C)(=O)=O)CC1	-1	-3	1	11	-3	-3	-0.2	7	-7
Cc1cc(NC(=O)CN2CCCCC2)no1	-9	18	1	46	10	4	1.8	4	7
COc1cc(C(C#N)N2CCOCC2)ccc1O (stereo not given)	23	-2	-35	-11	25	-3	0.0	4	7
CCOC(=O)Cc1csc(NC(=O)/C=C/c2ccc(Cl)cc2)n1	-18	30	-23	-3	-10	-4	-0.3	4	-2
O=C(NC1CC2CCC1C2)c1ccc(CN2CCOCC2)cc1 (stereo not given)	37	4	3	-14[fluorescence artefact?]	6	-12	0.5	15	8
CCOc1ccc(Nc2n[nH]c(=S)s2)cc1	13	0	-7	-5	14	-3	0.0	6	-4
Nc1nc(Nc2ccccc2)nc(N2CCOCC2)c1[N+](=O)[O-]	9	1	-17	7	-9	-4[fluorescence artefact?]	4.6	10	5

As entered above:
`Cc1cc(NC(=O)CN2CCCCC2)no1` in Hck-Nef inh is listed with 18
`CCOC(=O)Cc1csc(NC(=O)/C=C/c2ccc(Cl)cc2)n1` in Tb hexokinase is listed with -23
`COc1cc(C(C#N)N2CCOCC2)ccc1O` (stereo not given) in 14-3-3 Bad PPI is listed with -11
`Nc1nc(Nc2ccccc2)nc(N2CCOCC2)c1[N+](=O)[O-]` in Calpain2 inh is listed with 9

Compound activity: PubChem BioAssay, several laboratories

This is a subset; rates above refer to the full screens.
